Screening data: PubChem BioAssay, National Center for Advancing Translational Sciences (NCATS)
BAZ2B inh = blocks human BAZ2B; Potency, µM (highest dose often 114 µM), for the others: at the highest dose activity change, negative = inhibition, most hits filed as inhibitors; AID 504333; 360,000 compounds, 4.4% hits; AlphaScreen BAZ2B-H3K14Ac peptide displacement; note: % is set by controls: 0 for no effect and ±100 for the full control effect; nearly all actives have a fitted effect of over 60% in size
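Inhibition is scored as reduced AlphaScreen emission. The BAZ2B/b-H3(5-23)K14Ac complex (50 nM each) in PBS pH 7.4, 0.01% Tween-20 meets compound (up to 110 uM) for 30 min at RT before bead addition.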
Tb PGK inh = T. brucei PGK inhibition. P07378. PGK/GAPDH coupled, Kinase-Glo luminescence, 60 min. Potency, µM (highest dose often 57.5 µM), inactives show top-dose activity change, negative = inhibition, usual class: inhibitors. 380,000 compounds, 0.043% hits. AID 602233; note: % is set by controls: 0 for no effect and ±100 for the full control effect; nearly all actives have a fitted effect of over 60% in size
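Luminescent ATP detection (Kinase-Glo Plus) follows a 60-minute room-temperature incubation, with wells lacking PGK as controls. Buffer: 100 mM TEA (pH 7.6), 5 mM MgCl2, 0.01% Tween-20. Coupling enzyme GAPDH (100 nM final) supplies unstable 1,3-BPG in-well.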
G9a inh = blocks human histone lysine methyltransferase G9a. 350,000 compounds, 8.8% hits. G9a H3K9 monomethylation, AlphaScreen, 2 h. Potency, µM (doses to about 102 µM), without a hit: at the top dose activity, negative = inhibition, most hits filed as inhibitors. AID 504332; note: % is set by controls: 0 for no effect and ±100 for the full control effect; nearly all actives have a fitted effect of over 75% in size
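Chemiluminescent proximity detection of H3K9 monomethylation, read after 10 min bead incubation in the dark. Reaction: 20 nM G9a, 500 nM biotin-H3K9 peptide, 20 uM SAM cofactor, 2 h, room temperature, following 15 min enzyme-compound preincubation.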
Pol iota inh = blocks human DNA polymerase iota activity; Q9UNA4; Pol iota fluorescent replication assay, 10 min; Potency, µM (top dose mostly 115 µM), without a hit: at the top dose activity, negative = inhibition, hits mostly inhibitors; 390,000 compounds, 1% hits
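Pol iota at 10 nM preincubated 15 min with compounds at room temperature; reaction started with fluorescent substrate, 50 nM final. Fluorescence read kinetically at 0 and 10 min; buffer-only wells as negative control.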
BLM inh = Bloom syndrome helicase (human) inhibition; recombinant BLM DNA unwinding, fluorescence dequenching; Potency, µM (doses to about 56.1 µM), inactives show at the top dose activity change, negative = inhibition, hits mostly inhibitors; AID 2528; 350,000 compounds, 0.2% hits; P54132;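 note: plate controls were vehicle for no effect and no enzyme for full effect; nearly all actives have a fitted effect of over 35% in size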
GLS inhibitor = glutaminase GLS (human) inhibition; O94925; GLS enzymatic activity, qHTS titration; Potency, µM (top dose mostly 45.5 µM), for the others: at the highest dose activity change, negative = inhibition, usual class: inhibitors; 410,000 compounds, 0.21% hits; note: % is set by controls: 0 for no effect and ±100 for the full control effect
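Compounds were pin-transferred onto hKGA, after which L-glutamine (1 mM solution) and a detection mix of glutamate oxidase, HRP and Amplex Red were added. Initial and 30 min RT fluorescence reads were collected.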
JMJD2A Tudor = inhibitors of human JMJD2A Tudor domain; Potency, µM (top dose mostly 114 µM), for inactives: top-dose activity change, negative = inhibition, actives largely listed as inhibitors; AID 504339; AlphaScreen JMJD2A-Tudor / H3K4me3 peptide binding; 390,000 compounds, 4.4% hits; O75164; note: % is set by controls: 0 for no effect and ±100 for the full control effect; nearly all actives have a fitted effect of over 50% in size
Target sequence (O75164 whole entry, looked up, the tested form may be a part): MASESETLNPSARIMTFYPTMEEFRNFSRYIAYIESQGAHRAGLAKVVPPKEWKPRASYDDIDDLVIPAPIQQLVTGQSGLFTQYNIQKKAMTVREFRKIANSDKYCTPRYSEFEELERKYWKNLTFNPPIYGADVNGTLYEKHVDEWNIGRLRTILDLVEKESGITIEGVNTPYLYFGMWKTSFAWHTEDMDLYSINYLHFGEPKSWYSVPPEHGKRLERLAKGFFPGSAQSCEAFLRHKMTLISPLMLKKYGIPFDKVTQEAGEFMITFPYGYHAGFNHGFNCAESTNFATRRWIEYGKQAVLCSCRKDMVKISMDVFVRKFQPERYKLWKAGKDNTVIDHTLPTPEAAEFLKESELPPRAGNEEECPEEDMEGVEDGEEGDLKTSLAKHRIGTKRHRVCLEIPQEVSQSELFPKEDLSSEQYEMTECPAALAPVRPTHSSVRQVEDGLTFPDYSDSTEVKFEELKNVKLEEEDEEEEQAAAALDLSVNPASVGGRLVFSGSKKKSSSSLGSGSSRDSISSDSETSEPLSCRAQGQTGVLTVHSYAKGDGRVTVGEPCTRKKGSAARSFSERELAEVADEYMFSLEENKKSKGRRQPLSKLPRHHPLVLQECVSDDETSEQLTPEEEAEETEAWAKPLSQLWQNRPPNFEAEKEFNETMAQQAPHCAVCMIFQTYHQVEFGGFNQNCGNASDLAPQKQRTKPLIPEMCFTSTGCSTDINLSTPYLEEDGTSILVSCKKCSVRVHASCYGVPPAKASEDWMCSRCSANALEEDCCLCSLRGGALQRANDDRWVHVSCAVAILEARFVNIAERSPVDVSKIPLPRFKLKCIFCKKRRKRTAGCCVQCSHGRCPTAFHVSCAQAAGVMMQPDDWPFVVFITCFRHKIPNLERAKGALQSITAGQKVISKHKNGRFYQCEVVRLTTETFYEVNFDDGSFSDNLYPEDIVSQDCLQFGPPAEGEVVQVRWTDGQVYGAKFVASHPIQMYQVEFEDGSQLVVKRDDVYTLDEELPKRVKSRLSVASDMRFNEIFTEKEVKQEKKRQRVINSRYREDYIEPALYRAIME
HP1b binding inh = inhibitors of HP1-beta chromodomain binding to methylated histone tails. AlphaScreen HP1-beta / biotin-H3K9me3 peptide binding. Potency, µM (highest dose often 114 µM), for the others: top-dose activity change, negative = inhibition, usual class: inhibitors. 390,000 compounds, 0.56% hits; note: nearly all actives have a fitted effect of over 70% in size; inactives centre near 23
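AlphaScreen: HP1-beta (50 nM) preformed 30 min with biotin-H3(1-18)K9me3 peptide (50 nM) in PBS pH 7.4, 0.01% Tween-20. Compound added for 30 min at RT, then streptavidin donor/nickel chelate acceptor beads (10 ug/mL) for 30 min.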
Pin1 inhibitor = inhibitors of human Pin1. Q13526. Pin1 FP peptide displacement, HiFluor488, 10 min. Potency, µM (doses to about 115 µM), without a hit: top-dose activity, negative = inhibition, actives largely listed as inhibitors. 390,000 compounds, 0.009% hits. AID 504891; active = well fitted inhibition curve with a large enough effect in the polarisation, with a control signal flat, not every such curve was filed as active; inconclusive = small, poorly fitted or top-dose-only effect, or effect the other way, or a change in a side signal; inactive = no such curve, though single readings can be large or run the other way; the % refers to the polarisation; note: % is set by controls: 0 for no effect and ±100 for the full control effect
Active calls of the source: *; i = inactive; ? = inconclusive; . = no result given; & = joins results of further samples; [ ] = another dose, or the depositor's remark. Unless noted, calls come from the whole dose curve; as a rule, active = well fitted curve in the direction sought with a large enough effect; inconclusive = small, poorly fitted or top-dose-only effect, or another doubt; inactive = no such curve, though single readings can be large; an effect the other way counts as inactive or inconclusive. Potency is the fitted concentration of half-maximal effect. An excerpt; the hit share may differ from the screen's.

BAZ2B inh,Tb PGK inh,G9a inh,Pol iota inh,BLM inh,GLS inhibitor,JMJD2A Tudor,HP1b binding inh,Pin1 inhibitor,SMILES
.,i,.,-4%,.,-1%,-26%,24%,40%[activator],COc1ccc(C2=NOC(Cn3nc(-c4ccccc4)cc3C(=O)NCc3ccccc3OC)C2)cc1 (stereo unspecified)
41%[activator],-4%,-40%[59 µM],14%,-8%,2%,48%[activator],109%[activator],7%,O=C(COC(=O)c1cccs1)c1ccc2ccccc2c1
-1%,1%,-48%[59 µM],7%,-4%,6%,-18%,11%,4%,CC(=O)N1c2ccccc2C(=O)C1N1CCN(c2ccc(Cl)cc2)CC1 (stereo unspecified)
?,-2%,-3%[59 µM],-22%,-6%,-15%,-30%,-19%,3%,S=c1nc[nH]c2c1sc1nc(N3CCOCC3)c3c(c12)CCCC3
.,-1%,.,?,.,1%,-17%,1%,1%,CN(C(=O)c1cccc(NC(=O)Cc2ccc(NC(=O)C3CCCN(C(=O)C4CCCC4)C3)cc2)c1)C1CCC1 (stereo unspecified)
-32%,-2%,8%,64%[activator],-2%,-2%,-33%,-18%,3%,Cn1c(O)c(N=Nc2ccccc2[N+](=O)[O-])c2ccccc21
-22%,-4%,50µM*,156%[activator],5%,0%,?,-16%,-6%,CCc1n(CC(O)COCC2CC=CCC2)c2ccccc2[n+]1C (stereo unspecified)
-1%,-12%,45µM*,6.3µM*,0%,18%,-22%,21%,-4%,O=C1C=CC(O)(c2cc(=O)c3c(O)cc(O)cc3o2)C=C1
-4%,.,9%[59 µM],50%[activator],-12%,7%,-19%,13%,13%,Cc1ccc(NC(=O)CN2C(=O)c3cccnc3Sc3ccccc32)c(Br)c1
-3%,1%,.,13%,-1%,3%,-7%,19%,1%,O=C(CCC1CCCN(C(=O)c2ccc(F)c(F)c2)C1)N1CCN(c2ccccn2)CC1 (stereo unspecified)
0%,2%,.,2%,-1%,?,?,31%,-25%,CCOc1ccccc1/C=C/c1nc2ccccc2[nH]c1=O
-2%,i,13%,119%[activator],-4%,-7%,-19%,2%,0%,COCCN(Cc1cc2ccc(C)cc2[nH]c1=O)S(=O)(=O)c1ccccc1
-6%,-1%,19%[0.501 µM],25%,-3%,15%,-17%,6%,-5%,O=C(O)c1ccccc1C(=O)NCc1c(Cl)cccc1Sc1ccc(Cl)cc1
-2%,-6%,-13%[59 µM],-2%,1%,-4%,-17%,32%,4%,Cc1ccc(NC(=O)C(=O)NCC2(c3ccccc3)CCCC2)cc1C
-17%,-7%,2%,131%[activator],-8%,2%,-10%,9%,-10%,Cc1ccn2cc(C(=O)NCc3ccco3)nc2c1
-4%,-6%,0%[59 µM],-13%,-10%,18%,-9%,19%,1%,CCN(CC)CCOC(=O)c1cc(Cl)c(N)cc1OC
-6%,-5%,27%[59 µM],-11%,.,4%,-5%,22%,5%,O=C(Cc1ccccc1F)Nc1cc(S(=O)(=O)N2CCCC2)ccc1Cl
18µM*,14µM*,10µM*,?,?,11µM*,6.3µM*,11µM*,?,O=C1NC(=S)S/C1=C\c1ccc(SCc2ccco2)o1
-3%,8%,5%,23%,-1%,8%,0%,10%,3%,CC(C)(C)NC(=O)Cn1nnc(-c2ccc(S(C)(=O)=O)cc2)n1
-27%,8%,8%[59 µM],44%[activator],-3%,3%,-8%,15%,-2%,CN(C)S(=O)(=O)c1cc(NC(=O)CN2CCN(c3ccccc3F)CC2)ccc1Cl
4%,i,?,12%,-2%,22%,-7%,37%,2%,CCN1C(=O)N(C)C(N(O)C(=O)NC)C1(C)C (stereo unspecified)
-14%,-5%,-28%[59 µM],?,-3%,8%,-10%,12%,-11%,COc1ccc(CCNC(=O)CSc2ccccc2)cc1OC
1%,0%,8%[59 µM],28%,0%,8%,3%,26%[57 µM],-2%,Cc1cccc(NC(=O)C(=O)NCCc2sc(-c3ccccc3)nc2C)c1C
?,9%,-4%,8%,25%,-6%,?,38%[activator],-9%,CCCN(CCC)c1nc(-c2ccccn2)nc2ccccc12
-1%,i,50µM*,23%,-1%,-15%,-1%,52%[activator],2%,Cc1cc(C)nc(NC(=O)C2c3ccccc3Oc3ccccc32)n1
-34%,-5%,?,?,0%,8%,?,-8%,2%,Cc1ccc(NC(=S)N/N=C2\CC3CC=CC23)c(C)c1 (stereo unspecified)
-2%,-8%,16%,83%[activator],-4%,9%,-5%,7%,1%,Cc1ccccc1NC(=O)NC1(C(=O)N2CCC(C(N)=O)CC2)CCCCC1
-7%,i,-1%,34%,0%,2%,-13%,38%[activator],-1%,O=C(CSc1nncs1)Nc1ccc(S(=O)(=O)N2CCCC2)cc1
2%,i,-26%[59 µM],12%,-15%,2%,-6%,36%,72%[activator],Cc1ccc(S(=O)(=O)N2CCC(C(=O)Nc3ccc(C)c(Cl)c3)CC2)cc1
-12%,-9%,-6%[59 µM],23%,1%,20%,-12%,24%[57 µM],-7%,CCOc1cc(C2C(C(N)=O)=C(C)Nc3ncnn32)cc(Br)c1O (stereo unspecified)

Three entries from above, reformatted:
Value order: BAZ2B inh, Tb PGK inh, G9a inh, Pol iota inh, BLM inh, GLS inhibitor, JMJD2A Tudor, HP1b binding inh, Pin1 inhibitor
Cc1ccccc1NC(=O)NC1(C(=O)N2CCC(C(N)=O)CC2)CCCCC1
 : -2%, -8%, 16%, 83%[activator], -4%, 9%, -5%, 7%, 1%
O=C(CSc1nncs1)Nc1ccc(S(=O)(=O)N2CCCC2)cc1
 : -7%, i, -1%, 34%, 0%, 2%, -13%, 38%[activator], -1%
Cc1ccc(S(=O)(=O)N2CCC(C(=O)Nc3ccc(C)c(Cl)c3)CC2)cc1
 : 2%, i, -26%[59 µM], 12%, -15%, 2%, -6%, 36%, 72%[activator]

Continuation.
BAZ2B inh,Tb PGK inh,G9a inh,Pol iota inh,BLM inh,GLS inhibitor,JMJD2A Tudor,HP1b binding inh,Pin1 inhibitor,SMILES
?,7%,.,?,-6%,6%,22µM*,?,-8%,Cc1nc(SCc2ccc(O)c([N+](=O)[O-])c2)c([N+](=O)[O-])[nH]1
50µM*,1%,10µM*,117%[activator],-4%,-15%,2.5µM*,56µM*,-9%,CCc1ccc(OCCCCCn2ccnc2)cc1
-5%,4%,7%,6%&127%,-3%,-5%,-18%&1%,22%&35%,-1%&-9%,CN1CCN(S(=O)(=O)c2ccccc2)CC1
-16%,i,10%,-3%,0%,0%,-2%,51%[activator],3%,Cc1ccc(S(=O)(=O)NNC(=O)CCC(=O)Nc2ccccc2Cl)cc1
-1%,i,-14%[59 µM],18%,-1%,3%,-27%,23%,2%,CCOc1ccc(OCC)c(NS(=O)(=O)c2cc(-c3cc(C)no3)ccc2C)c1
.,-12%,.,?,.,4%,-12%,32%[activator],-2%,COc1ccc(C(C(=O)NC2CCCCC2)N(C(=O)c2ccco2)c2ccc(-n3cnnn3)c(C)c2)cc1 (stereo unspecified)
3%,-6%,?,-8%,-11%,-23%,-30%,89%[activator],?,CCOC(=O)C1=C(C)N2C(=C(C#N)[C@@H]1c1ccc(C(=O)OC)cc1)SC[C@@]2(O)C(C)(C)C
-10%,-2%,?,0%,3%,11%,?,-1%,-3%,COc1ccccc1NC(=O)NCCCN1CCN(c2cccc(Cl)c2)CC1
-5%,-15%,3%[59 µM],-12%,0%,-7%,-17%,4%,-1%,COCCCn1c(SCC(=O)NC2CCCCC2)nnc1-c1ccncc1
8%,-9%,4%,62%[activator],-5%,1%,4%,22%,-2%,CCOc1ccc(NC(=O)NC2CCS(=O)(=O)C2)cc1 (stereo unspecified)
4%,0%,16%,16%,0%,-11%,-1%,18%,-4%,Cn1nc(OCc2ccccc2)ccc1=O
-6%,-6%,-43%,1%,2%,14%,-21%[11.4 µM],9%,-9%,CN1C(=O)c2ccccc2C(C(=O)O)C1c1cccc(F)c1 (stereo unspecified)
-23%,-9%,-1%[59 µM],-5%,-10%,-1%,-27%,8%,9%,Cc1ccc(Cl)cc1N1CCN(S(=O)(=O)c2ccc3[nH]c4c(c3c2)CCCC4)CC1
?,-6%,32µM*,?,-4%,-9%,?,14%,3%,O=C1CCCCC/C1=N/Nc1ccc(OCc2ccccc2)cc1
5%,0%,2.2µM*,19%,-3%,-2%,35µM*,23%,-9%,Cc1cccc(-c2n[nH]c(=S)n2-c2ccccc2)c1[N+](=O)[O-]
2%,-9%,-5%[59 µM],27%,-3%,-6%,-22%,14%,4%,CCOC(=O)c1c(C)nc2sc3c(=O)n(-c4ccc(C(C)=O)cc4)cnc3c2c1-c1ccc(Cl)cc1
45%[activator],i,2%[59 µM],-1%,-12%,0%,-20%,31%,1%,COC(=O)c1ccc(CNC(=O)COC(=O)CC23CC4CC(CC(Br)(C4)C2)C3)cc1
-3%[57.1 µM],i,19%,28%,-3%,0%,-10%,5%,1%,O=C(CSc1nnc(-c2ccncc2)n1-c1ccc(Cl)cc1)NCc1cccs1

Some of the entries above in another layout.
SMILES	BAZ2B inh	Tb PGK inh	G9a inh	Pol iota inh	BLM inh	GLS inhibitor	JMJD2A Tudor	HP1b binding inh	Pin1 inhibitor
O=C(CSc1nnc(-c2ccncc2)n1-c1ccc(Cl)cc1)NCc1cccs1	-3%[57.1 µM]	i	19%	28%	-3%	0%	-10%	5%	1%
Cc1ccc(NC(=O)CN2C(=O)c3cccnc3Sc3ccccc32)c(Br)c1	-4%	.	9%[59 µM]	50%[activator]	-12%	7%	-19%	13%	13%
